Yeast lifespan up = yeast lifespan extension; S. cerevisiae growth with nicotinamide, OD615; deaD strain in restrictive glucose medium; inhibition of the nicotinamide effect, % at 10 µM; actives 0.68% (n = 130,000);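 active = inhibition above a set limit, placed 3 SD over the median of all compounds, cut at about 26% in these data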;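 note: 0% = nicotinamide-treated wells and 100% = cells grown without nicotinamide; some compounds called inactive have numbers as strong as hits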
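Assay system: engineered S. cerevisiae DeaD replicative-lifespan strain, galactose-grown log-phase cells; medium: restrictive CSMM-D dextrose medium; also added: nicotinamide, 1.5 mM, co-present with compound; schedule: 48 h compound exposure at 30 °C, humidified; detection: absorbance at 615 nm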
Measles CPE = protection of cells from measles virus | protection (pct of control), % at 4 µM | actives 1.5% (n = 140,000) | Measles virus-infected cells, CPE protection, absorbance; in the data active = protection mostly above about 24%, no sharp cut-off; inactive = mostly below about 26%; note: some compounds called inactive have numbers as strong as hits
PTEN del growth = suppresses growth of cells with PTEN deletion; HCT116 PTEN-null viability, CellTiter-Glo, 60 h; active compounds read low; viability, % at 10 µM; actives 1.2% (n = 140,000); AID 827;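 active = viability at or below a set limit, 4 SD under the median of all tested compounds, cut at about 3.7% in these data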;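 note: PTEN knockout HCT116 line with beta catenin targeted HCT116 as companion control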
GALR2 antag = blocks the human galanin receptor 2 | GALR2-expressing cells, antagonist mode | inhibition, % at 4 µM | actives 0.39% (n = 140,000); in the data active = inhibition above about 27%;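 note: cells stimulated with galanin 1-16 at roughly its EC80; 0% = agonist challenge control and 100% = basal control without agonist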
Target sequence (O43603 whole entry, looked up): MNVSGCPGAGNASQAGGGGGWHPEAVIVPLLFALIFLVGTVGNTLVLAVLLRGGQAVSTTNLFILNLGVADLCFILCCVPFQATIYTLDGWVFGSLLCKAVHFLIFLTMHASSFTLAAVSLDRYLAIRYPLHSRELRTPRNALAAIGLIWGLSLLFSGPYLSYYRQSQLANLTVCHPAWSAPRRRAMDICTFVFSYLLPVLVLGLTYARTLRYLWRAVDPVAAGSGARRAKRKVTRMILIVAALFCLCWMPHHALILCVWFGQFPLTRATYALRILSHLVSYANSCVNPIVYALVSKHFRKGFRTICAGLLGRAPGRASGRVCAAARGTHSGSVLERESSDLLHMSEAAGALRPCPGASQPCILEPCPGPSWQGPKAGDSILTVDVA
bCat KO growth = beta-catenin-lacking colon tumor cell growth suppression. HCT116 beta-catenin knockout viability, CellTiter-Glo, 60 h; active compounds read low. viability, % at 10 µM. actives 1.5% (n = 140,000). AID 818;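 active = viability at or under a set limit, the compound median less 4 SD, cut at about 6% in these data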;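 note: 0% = Hyamine 1622 control at 20 µM and 100% = untreated cell control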
BB579 growth dn = reduces growth of yeast BB579 in restrictive medium | actives 0.51% (n = 140,000) | AID 804 | inhibition, % at 10 µM | S. cerevisiae BB579 growth, OD615, 48 h;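 active = inhibition above a set limit, 3 SD over the mean compound inhibition, cut at about 44% in these data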; note: inactives centre near -24
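System: Saccharomyces cerevisiae DeaD strain BB579, replicative lifespan model yeast | Buffer or medium: Restrictive glucose-based CSMM-D medium | Times: 4 h preincubation and 48 h exposure at 30 °C | Detection: OD615 turbidity measurement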
E-sel TNF inh = TNF alpha driven E-selectin expression inhibition; HUVEC TNFa-induced E-selectin immunofluorescence, high content; inhibition, % at 2 µM; actives 0.71% (n = 120,000);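 active = inhibition above the batch mean plus 3 SD, and confirmed as a hit on visual image review, cut at about 43% in these data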;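 note: 0% = TNF-stimulated DMSO wells and 100% = unstimulated control wells; not every result past the cut was called active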
Phagocytosis inh = blocks phagocytosis by macrophages. J774A.1 macrophage IgG-bead phagocytosis, imaging. actives 0.07% (n = 110,000). inhibition, % at 5 µM. AID 1029;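 active = inhibition above the mean of the plate negative controls plus 5 SD, cut at about 13% in these data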;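 note: phagocytic index as fraction of beads internalized from green versus red external bead signal; plate controls were DMSO negative control for no effect and cytochalasin-D positive control for full effect; some results beyond the cut were filed as inactive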
NPY-Y2 antag = blocks the human neuropeptide Y Y2 receptor; P49146; NPY-Y2 expressing cells, antagonist mode; inhibition, % at 2.7 µM; actives 0.99% (n = 140,000); AID 793; in the data active = inhibition above about 17%;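 note: 0% = vehicle with agonist challenge and 100% = reference antagonist with challenge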
Target sequence (P49146 whole entry, looked up): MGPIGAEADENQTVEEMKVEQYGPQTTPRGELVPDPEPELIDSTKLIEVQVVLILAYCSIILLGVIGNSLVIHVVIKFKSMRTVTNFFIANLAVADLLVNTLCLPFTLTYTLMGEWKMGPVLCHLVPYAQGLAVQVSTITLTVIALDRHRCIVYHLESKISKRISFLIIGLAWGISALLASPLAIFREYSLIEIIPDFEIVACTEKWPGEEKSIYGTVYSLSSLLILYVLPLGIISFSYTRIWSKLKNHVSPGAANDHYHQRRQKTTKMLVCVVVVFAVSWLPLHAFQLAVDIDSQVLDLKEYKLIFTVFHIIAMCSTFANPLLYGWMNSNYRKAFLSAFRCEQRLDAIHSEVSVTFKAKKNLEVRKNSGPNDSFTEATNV
MRP-1 activ = MRP-1 activation; viability increase, % at 10 µM; H69AR cells + doxorubicin, viability rescue, CellTiter-Glo; AID 799; actives 0.61% (n = 140,000);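 active = viability gain under doxorubicin at or above a set limit, the compound median plus 3 SD, cut at about 4.7% in these data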;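 note: MRP-1 overexpressing cells given doxorubicin 25 µM after compound pretreatment; 18-22 h compound pretreatment then 72 h with doxorubicin before readout; 0% = doxorubicin-only wells and 100% = vehicle-treated cells without doxorubicin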
Active calls of the source: *; . = no result given. An unsorted share of the library (roughly 6.1% active in at least one column).

SMILES	Yeast lifespan up	Measles CPE	PTEN del growth	GALR2 antag	bCat KO growth	BB579 growth dn	E-sel TNF inh	Phagocytosis inh	NPY-Y2 antag	MRP-1 activ
Cc1ccc(C)n1NC(=O)c1ccco1	-10	2	95	-1	90	-56	-1	1	-3	-0.7
C(=C\c1cc(/C=C/c2ccccc2)ncn1)/c1ccccc1	-12	12	100	4	110	-19	2	.	6	0.4
COc1ccc2cc(C)c(SCC(=O)Nc3cc(C)on3)nc2c1	-24	5	108	-8	94	4	2	-3	0	-3.1
O=C(CC(=O)N/N=C/c1ccc(Cl)cc1Cl)NCc1ccccc1	-11	4	90	-12	92	-29	-15	.	2	-2.6
CCOc1ccc(CNc2ccc3c(c2)ncn3C)cc1	-6	18	86	2	91	-45	1	-1	1	-0.5
Cn1cc([N+](=O)[O-])c(C(=O)Nc2ccc3c(c2)OCCO3)n1	-9	3	3.5*	-3	5.2*	7	0	2	1	-4.1
CCOc1ccc(C(=O)N2CCSC2=S)cc1	.	20	101	19	104	-37	7	.	1	1.9
C=C(C)C(=O)OC1(C(F)(F)F)Oc2cc(C)ccc2NC1=O (configuration not stated)	16	9	97	23	106	-13	-10	-3	3	-1.1
CCOC(=O)/C(C#N)=C/c1ccc(OC(=O)c2ccccn2)cc1	17	25	98	8	95	-35	-7	-3	2	0.8
C=CCNC(=O)c1sc(SC)cc1-c1ccc(Cl)cc1	-5	32	85	2	81	-24	-16	0	0	-1.4
O=[N+]([O-])c1ccc(O)c(C=Nc2ccc3c(c2)OCCO3)c1	5	5	94	-3	92	36	.	-3	4	-2.6
COCC(=O)Nc1cc([N+](=O)[O-])ccc1C	-7	0	98	-3	97	0	25	.	0	-2.1
COc1ccc(S(=O)(=O)N2CCN(C(=O)NCc3ccccc3)CC2)cc1	-2	11	89	-1	100	-63	-30	-2	4	-1.0
Cc1cc(N/C=C/C(=O)c2cccc3ccccc23)no1	-9	9	73	0	75	-65	.	0	4	-1.1
COc1ccc(NC(=O)OC(C)C)cc1	-3	13	86	-1	91	-14	-18	.	1	-0.4
O=C(Nc1ccn(-c2ccccc2)n1)c1ccc(S(=O)(=O)N2CCCCCC2)cc1	-8	7	23	3	20	-7	.	-1	0	-0.1
CCOc1cc(C(=S)N2CCOCC2)ccc1OS(=O)(=O)c1ccccc1	5	8	99	2	87	-20	.	-5	0	-1.8
CCNC(=S)NCCN1CCCCC1	5	12	100	-8	85	-44	35	-1	5	0.6
Cc1ccc(Cl)cc1N1CCN(C(=O)C2CCN(S(=O)(=O)c3c(C)nn(C)c3C)CC2)CC1	-16	13	44	6	54	-38	.	-2	0	0.6
Nc1ccccc1-c1nc2ccccc2[nH]1	-19	3	75	11	86	-21	6	0	7	-0.9
CCOC(=O)/C=C(\C)Sc1cc(=O)oc2ccccc12	-2	3	7	6	10	-22	-2	.	3	-5.2
O=C(COC(=O)C1CCN(S(=O)(=O)c2ccccc2C(F)(F)F)CC1)NCc1ccc(F)cc1	-2	5	107	-5	96	-22	-9	-5	-2	-0.9
O=C(NCc1ccccc1)C(c1ccc(O)cc1)N(C(=O)Cn1nnc(-c2cccs2)n1)c1ccc2c(c1)OCCO2 (configuration not stated)	.	7	79	-10	88	-36	-15	.	2	5.8*
Nc1nsnc1C(=O)NCCO	-3	3	96	-23	107	-39	.	0	2	-2.3
O=C(O)C1C2C=CC(C2)C1C(=O)Nc1cccc(F)c1 (configuration not stated)	-13	7	105	2	84	-60	-21	0	-1	-1.1

Among those listed so far, 3 have a Cl atom:
SMILES	Yeast lifespan up	Measles CPE	PTEN del growth	GALR2 antag	bCat KO growth	BB579 growth dn	E-sel TNF inh	Phagocytosis inh	NPY-Y2 antag	MRP-1 activ
O=C(CC(=O)N/N=C/c1ccc(Cl)cc1Cl)NCc1ccccc1	-11	4	90	-12	92	-29	-15	.	2	-2.6
C=CCNC(=O)c1sc(SC)cc1-c1ccc(Cl)cc1	-5	32	85	2	81	-24	-16	0	0	-1.4
Cc1ccc(Cl)cc1N1CCN(C(=O)C2CCN(S(=O)(=O)c3c(C)nn(C)c3C)CC2)CC1	-16	13	44	6	54	-38	.	-2	0	0.6

Quoted from the listing.
`O=C(CC(=O)N/N=C/c1ccc(Cl)cc1Cl)NCc1ccccc1` – GALR2 antag = -12
`COCC(=O)Nc1cc([N+](=O)[O-])ccc1C` – Measles CPE = 0
`COc1ccc(NC(=O)OC(C)C)cc1` – Yeast lifespan up = -3
`Cc1ccc(C)n1NC(=O)c1ccco1` – PTEN del growth = 95
`Cc1cc(N/C=C/C(=O)c2cccc3ccccc23)no1` – Measles CPE = 9
`COc1ccc(S(=O)(=O)N2CCN(C(=O)NCc3ccccc3)CC2)cc1` – MRP-1 activ = -1.0
`O=C(Nc1ccn(-c2ccccc2)n1)c1ccc(S(=O)(=O)N2CCCCCC2)cc1` – NPY-Y2 antag = 0

More results follow:
SMILES	Yeast lifespan up	Measles CPE	PTEN del growth	GALR2 antag	bCat KO growth	BB579 growth dn	E-sel TNF inh	Phagocytosis inh	NPY-Y2 antag	MRP-1 activ
COc1ccc(C(=O)Cn2c(Br)nc3c2c(=O)n(C)c(=O)n3C)cc1OC	0	8	104	-13	98	-74	.	-1	1	-1.7
Cc1cc(C)nc(SCCC(=O)N(C)C)n1	-10	6	110	4	102	-23	-13	-1	0	0.1
O=C(CNC(=O)c1ccco1)NCC(=O)OC(C(=O)c1ccccc1)c1ccc(Cl)cc1 (configuration not stated)	.	13	80	9	65	-46	-34	.	3	-4.2
COc1cc2c(C(=O)N3CCN(C4CCCCC4)CC3)cn(CC(C)C)c(=O)c2cc1OC	-8	39	83	-6	79	-1	.	-1	1	-2.0
COCCNC(=O)CSc1nnc2c(Cl)cc(Cl)cn12	-10	21	93	9	86	-3	-1	-1	4	-1.7
O=C(COC(=O)c1ccc2c(c1)OCO2)NCc1ccc2c(c1)OCO2	-3	2	97	-2	88	-45	-16	-1	8	-0.1
O=C(C1CCN(S(=O)(=O)N2CCOCC2)CC1)N1CCN(c2ccccc2)CC1	-19	27	97	-2	102	5	11	3	3	-1.9
C=CCn1c(N)c(C(=O)OCCC)c2nc3ccccc3nc21	-10	8	106	-2	93	-25	29	1	2	-1.3
CC(C)C(=O)NCCn1ccc2ccccc21	5	11	102	-3	91	-28	-13	.	1	1.0
C/C(=N\NC(=O)C1CC1(c1ccccc1)c1ccccc1)c1cccc([N+](=O)[O-])c1 (configuration not stated)	-1	34	70	-3	82	-15	35	-10	0	-1.9
CC1(C)C(=O)OC(C(=O)c2ccccc2)C(C)(C)C1=O (configuration not stated)	8	31	104	4	97	-8	10	-1	0	-1.8
CCn1nc(C(=O)NCCc2ccc(S(N)(=O)=O)cc2)c2ccccc2c1=O	-6	12	99	5	87	-53	18	0	0	-3.6
CN(Cc1cc(=O)n2ccsc2n1)c1ccccc1	-5	22	103	7	98	-10	.	-9	2	0.9
O=C(Nc1ccc(Cl)c([N+](=O)[O-])c1)c1cnccn1	-8	3	103	1	92	-27	.	-8	1	-0.1
COC(=O)c1cc(N2C(=O)C3C(C2=O)C2(C)C=CC3(C)O2)ccc1Cl (configuration not stated)	-12	14	90	-2	90	-15	.	0	-1	-0.9
C/C(=N\NC(=O)C1COc2ccccc2O1)c1cccs1 (configuration not stated)	-15	3	94	4	90	-38	28	0	-1	-2.6
CCOC(=O)c1cnn(-c2ccccn2)c1N	-12	37	94	-10	101	18	5	1	3	7.5*
Cc1sc2c(c1C)c(=O)n(-c1ccc(F)cc1)c(=O)n2CC(=O)NCc1ccco1	-1	11	51	-7	69	-48	1	.	2	-6.2
N#CC1=C(N)N(c2ccccc2)C(c2ccccc2)C1(C#N)C#N (configuration not stated)	-11	26	65	-6	68	-39	-6	-4	3	-4.0
CC(C)Cn1c(O)c(N=NC(=O)c2cccc(S(=O)(=O)N3CCCCC3)c2)c2ccccc21	4	26	40	-9	53	-42	.	-10	2	-1.7
C/C(=N\Nc1ccc(F)cc1)c1ccncc1	-10	4	103	9	101	5	2	-3	-1	-2.1
CSc1nc(N)nc(SCC(=O)c2ccc(C)cc2)c1C#N	-5	21	52	10	67	-24	-5	0	3	-2.6
CC(Oc1cccc2c1OC(C)(C)C2)C(=O)O (configuration not stated)	.	22	93	-4	83	-23	-4	.	1	-2.0
C=C(C)Cn1c(SCC#N)nc2ccccc2c1=O	-14	3	82	-7	86	-26	-24	0	4	0.2
CC1(C)CC(=O)C=C(Nc2ccccc2NC(=O)c2cnccn2)C1	-16	6	83	-18	93	17	8	-1	5	-0.6
CN1CCN(CCCNC(=O)Cn2nc(-c3ccccc3)ccc2=O)CC1	-6	2	86	0	96	-53	9	0	1	-0.9
COCC(C)NC(=O)NC(=O)c1ccc(Cl)cc1 (configuration not stated)	-14	.	87	6	93	-60	-17	-2	1	0.9
CC(/C=C/c1ccccc1)=N\NC(=O)CNC(=O)c1ccccc1Cl	-3	6	106	7	91	-10	.	1	0	0.1

4 compounds from above, arranged by number of heavy atoms, rising:
SMILES	Yeast lifespan up	Measles CPE	PTEN del growth	GALR2 antag	bCat KO growth	BB579 growth dn	E-sel TNF inh	Phagocytosis inh	NPY-Y2 antag	MRP-1 activ
CN(Cc1cc(=O)n2ccsc2n1)c1ccccc1	-5	22	103	7	98	-10	.	-9	2	0.9
COCCNC(=O)CSc1nnc2c(Cl)cc(Cl)cn12	-10	21	93	9	86	-3	-1	-1	4	-1.7
CC1(C)CC(=O)C=C(Nc2ccccc2NC(=O)c2cnccn2)C1	-16	6	83	-18	93	17	8	-1	5	-0.6
CN1CCN(CCCNC(=O)Cn2nc(-c3ccccc3)ccc2=O)CC1	-6	2	86	0	96	-53	9	0	1	-0.9
